SRC2 inh: inhibition of GAL4-SRC2 driven luciferase reporter, primary screen, SRC2 inhibitor project, cell-based, luminescence. Nuclear receptor coactivator 2 (Homo sapiens), Q15596. HEK293 GAL4-SRC2 luciferase reporter. inhibition, % at 9 µM. 0.17% of 370,000 active;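 active = inhibition above the mean inhibition of all tested compounds plus 3 SD, set per campaign, cut at about 52% in these data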;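 also: 0% = DMSO treated cells and 100% = cells given Gossypol at 36 µM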
COUP-TFII inh: NR2F2 transcriptional activity inhibitors, primary screen, cell-based, luciferase reporter, HEK293T, luminescence; inhibition, % at 8.6 µM; COUP transcription factor 2 (Homo sapiens), P24468; 0.7% of 370,000 active; HEK293T NGFI-A luciferase reporter; AID 686940, 2013;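 active = inhibition above a per-plate cutoff, mean inhibition of test wells between control levels plus 3 SD, cut at about 38% in these data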;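 also: cells cotransfected with COUP-TFII expression vector driving the NGFI-A reporter; 0% = median of COUP-TF2 test wells and 100% = reporter-only cells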
Target sequence (P24468 whole entry, looked up): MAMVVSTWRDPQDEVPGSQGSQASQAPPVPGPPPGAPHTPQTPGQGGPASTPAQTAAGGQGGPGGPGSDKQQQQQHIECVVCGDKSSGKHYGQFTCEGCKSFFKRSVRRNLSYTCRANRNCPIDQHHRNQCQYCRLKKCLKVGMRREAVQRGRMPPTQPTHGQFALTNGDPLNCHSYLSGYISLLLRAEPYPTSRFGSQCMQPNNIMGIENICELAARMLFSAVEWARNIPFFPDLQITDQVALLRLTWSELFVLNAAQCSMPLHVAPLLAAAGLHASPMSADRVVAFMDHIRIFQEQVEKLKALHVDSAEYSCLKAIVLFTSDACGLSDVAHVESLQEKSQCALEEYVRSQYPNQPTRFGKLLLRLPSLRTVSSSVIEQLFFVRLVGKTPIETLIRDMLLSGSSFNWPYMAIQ
Active calls of the source: *.

cpd	SMILES	SRC2 inh	COUP-TFII inh
1	c1ccc(-c2nc(-c3cccnc3)n[nH]2)cc1	-5	-29
2	O=S1(=O)N[C@H](Cc2ccccc2)COc2cccc(F)c21	-27	3
3	COC(=O)C1CN(Cc2ccc(F)cc2)CCS(=O)(=O)N1Cc1ccc(C)cc1 (centres undefined)	20	7
4	CN(CCc1ccccn1)C(=O)c1cc2ccccn2n1	-28	7
5	O=C1Nc2ccccc2C1=NN=Cc1ccco1	-17	12
6	COc1ccc(-c2cc(-c3nnc(SCc4cccc5ccccc45)n3N)[nH]n2)cc1	11	6
7	O=C(CCc1ccccc1)N[C@H]1[C@@H](OC(=O)C2CC2)CCC[C@@]12C(=O)N(Cc1ccccc1)c1ccccc12	11	8
8	Cc1ccc2nc(CN(C)C(=O)[C@@H](Cc3ccccc3)NC(=O)[C@H]3O[C@@H](n4cnc(C(N)=O)n4)[C@H](O)[C@@H]3O)[nH]c2c1	-2	-12
9	CC(C)C[C@@H]1COc2cc(Br)ccc2S(=O)(=O)N1Cc1cn(CCC2OCCCO2)nn1	42	-7
10	COC(=O)[C@]12C[C@H](CC(=O)N3CCN(C(=O)C4CC4)CC3)C(=O)N(CCC3=CCCCC3)C1=C[C@H](C1CCCC1)O[C@@H]2C	-12	0
11	COc1ccc(-c2ncn(CCc3ccccc3OC)c2CC(C)C)cc1	-2	30
12	O=c1c2cc3cc(Cl)ccc3nc2ncn1CCc1c[nH]c2ccccc12	-8	-8
13	Cc1ccc(CNC(=O)CCS(=O)(=O)c2cc3c(cc2Br)CCN3C(=O)C2CC2)o1	-12	-10
14	Cc1cc(C)cc(N(CC(=O)NC2CCC(C)CC2)S(=O)(=O)c2ccccc2)c1 (centres undefined)	-7	-16
15	Cc1ccc(C)c([N+](=O)[O-])c1	-15	-13
16	C=CCO[C@H]1CN(C(=O)OC)[C@@H]2C[C@H]1Oc1ccccc12	-24	5
17	COC(=O)C1CN(Cc2cn(CCOC(C)=O)nn2)CCS(=O)(=O)N1Cc1ccc(C)cc1 (centres undefined)	4	6
18	CCOC(=O)[C@]12CCCC3=C1N(CCC3)C(=O)[C@@H](CC(=O)N1CCCCC1)C2	18	-4
19	COc1ccc(/C=C/C(=O)c2ccc([N+](=O)[O-])o2)cc1OC	13	-5
20	COC(=O)c1cc(-c2ccc(Oc3ccccc3)cc2)c(=O)n2c1CCC2	-2	-12

(more compounds)
cpd	SMILES	SRC2 inh	COUP-TFII inh
21	CCOC(=O)c1c(N)c(C#N)nn1-c1ccccc1C(=O)OC	8	-8
22	COC(=O)[C@@]1(Cc2ccc(F)cc2)[C@H]2c3cc(C(=O)N(C)C)n(CCc4ccccn4)c3C[C@H]2CN1C(=O)c1ccccc1	-16	10
23	COC(=O)C1=C(C)N(C)C(=NCc2ccc(OC)cc2)NC1c1ccc(F)cc1 (centres undefined)	-8	1
24	COC(=O)C1CN(Cc2ccc(F)cc2)CCS(=O)(=O)N1Cc1cn(Cc2ccc(F)cc2)nn1 (centres undefined)	-13	-15
25	COC(=O)[C@]12C[C@H](CC(=O)NCCc3ccccc3OC)C(=O)N(Cc3ccco3)C1=C[C@H](C(C)(C)C)O[C@@H]2C	26	8
26	CC[C@@H](CCC(=O)N(c1ccccc1)c1ccccc1)C1CC1	4	16
27	CCc1nnn2c1Cn1c3ccccc3c(=O)n1[C@@H](C)C2	10	-16
28	Cc1ccsc1C=Nn1c(-c2n[nH]c3c2CCC3)n[nH]c1=S	-9	3
29	COc1cc(NC(=O)NC2CCCCN(Cc3cccc(Cl)c3)C2=O)cc(OC)c1 (centres undefined)	-25	-2
30	O=C(NN=Cc1ccccc1Cl)C(=O)Nc1cccc(C(F)(F)F)c1	1	0
31	COc1cc(OC)cc(C(=O)OCCNC(=O)Cn2cnc3c2c(=O)n(C)c(=O)n3C)c1	16	8
32	COC(=O)[C@]1(C)CN(C(=O)OC(C)(C)C)C2=C1C(=O)C[C@](C)(C(=O)OC(C)(C)C)C2	-26	0
33	C[C@@H]1CN([C@H](C)CO)C(=O)c2cc(NS(=O)(=O)c3ccccc3)ccc2O[C@@H](C)CCCCO[C@@H]1CN(C)Cc1ccc(Cl)c(Cl)c1	0	8
34	C=CCn1c(SCC(=O)Nc2ccccc2-c2ccccc2)nnc1-c1ccc(Cl)cc1	11	0
35	O=C(Nc1cc(=O)[nH]c2nc(-c3ccccc3)nn12)c1ccc(Cl)cc1	-17	-8
36	O=C(OC12CCCN(C1)/C(=C/c1ccccc1)C2)c1ccco1 (centres undefined)	10	-14
37	CCn1c(SCC(C)=O)nc2sc3c(c2c1=O)CCCC3	-6	-12
38	CCCCCCCCN1C(=O)[C@@H](CC(=O)N2CCSCC2)C[C@@]2(C(=O)OC)C1=C[C@H](C(C)C)O[C@@H]2C1CC1	11	4
39	Cc1cc(C(=O)O[C@H]2CCC[C@]3(C(=O)N(Cc4ccccc4)c4ccccc43)[C@H]2NC(=O)CCc2ccccc2)no1	-23	5
40	COC(=O)[C@@]12CCCCC3=C1N(CCC3)C(=O)[C@H]2CC(=O)NCc1ccccc1	-10	14

(listing goes on)
cpd	SMILES	SRC2 inh	COUP-TFII inh
41	Cc1ccc2c(c1)N(CCCC(=O)N(C)Cc1ccccc1F)C(=O)CO2	5	11
42	COc1ccc(Oc2c(Br)cnn(Cc3cccc4ccccc34)c2=O)cc1	-12	2
43	OC(c1ccccc1)(c1ccccc1)C1CCN(CCCOc2ccc(-c3cccnc3)cc2)CC1	-3	9
44	N#CCC[C@H]1CC[C@]2(CCCN(C(=O)c3ccc4ccccc4n3)C2)O1	4	7
45	O=c1ccn2c(n1)OC1CC2OC1COC(c1ccccc1)(c1ccccc1)c1ccccc1 (centres undefined)	-7	-11
46	Nc1c(C(=O)N2CCN(CCc3ccccc3)CC2)cnn1-c1ccccc1	2	9
47	CC(C)CN(CC(C)C)C(=O)c1cn(C(C)c2ccccc2)nn1 (centres undefined)	7	3
48	COC(=O)c1cc2c(c3c4ccccc4n(S(=O)(=O)c4ccc(C)cc4)c13)C(=O)N(C)C2	-13	0
49	CCCCC1O[C@@H](C)[C@@H]2CN3CCc4c([nH]c5ccccc45)[C@@H]3C[C@@H]2N1C (some centres undefined)	-18	-5
50	Cc1ccc(CSc2nnc(SCC(=O)NN=Cc3cc(Br)ccc3F)s2)cc1	15	-4
51	COc1nc(NC(C)=O)nc(C)c1Br	12	-5
52	N[C@H]1CC[C@@H]2SC[C@@H](C(=O)O)N2C1=O	-5	13
53	C=CCn1c(Cc2cccs2)nnc1SCC(=O)Nc1ccc(C)cc1	-12	-12
54	COc1ccc(-c2noc(C3CCCN(C(=O)Nc4ccc(C)c(F)c4)C3)n2)cc1 (centres undefined)	-15	-10
55	CCOC(=O)c1ccc(NC(=O)CSc2nnc(-c3cc(-c4ccccc4)n[nH]3)n2N)cc1	-14	-15
56	CCC1(CC)C(=O)C2=C3C1[C@H](C(=O)OC)CC(C(=O)OC)C[C@H]3n1c(=O)n(-c3ccccc3)c(=O)n1[C@H]2C (some centres undefined)	-9	-13
57	CC(C)c1ccc(Oc2cccc3c2S(=O)(=O)N([C@H](C)c2ccccc2)C[C@@H](COCc2ccccc2)O3)cc1	-11	-1
58	C[C@@H]1OC(C2CCCCC2)N(C)[C@H]2C[C@H]3c4cc(N5CCOCC5)ccc4CCN3C[C@@H]12 (some centres undefined)	-27	-18
59	CC1CC(C)CN(C(=O)C2CCN(c3cncnc3)CC2)C1 (centres undefined)	-8	5
60	C#CCOCCOCCOCCNc1nc(N2CCN(C(=O)C([C@@H](C)CC)n3cc(C(N)CO)nn3)CC2)nc(N2CCN(C(=O)C([C@@H](C)CC)n3cc(C(N)COC(=O)C(F)(F)F)nn3)CC2)n1 (some centres undefined)	14	2

Further compounds:
cpd	SMILES	SRC2 inh	COUP-TFII inh
61	CN(C)c1ccc(-c2nn3c(-c4ccco4)nnc3s2)cc1	-32	-23
62	O=C(c1ccc2c(c1)N(Cc1ccccc1F)C(=O)c1ccccc1S2)N1CCOCC1	6	-10
63	COC(=O)[C@]12C[C@H](CC(=O)NCC34CC5CC(CC(C5)C3)C4)C(=O)N(Cc3ccco3)C1=C[C@H](C1CCCC1)O[C@@H]2C	-25	7
64	CC(=O)c1cc(-c2ccc(Cl)c(C(F)(F)F)c2)c(=O)n2c1CCC2	-4	6
65	C#CCCCN([C@H](C(=O)OC)C(C)C)S(=O)(=O)c1ccccc1Br	8	14
66	CN(C(=O)c1c(Br)cnn1C)C12CC3CC(CC(C3)C1)C2	-11	10
67	Cc1cccc(Cn2cc(CN3CC(N(C)CCOC(=O)c4cc(C)cc(C)c4)CS3(=O)=O)nn2)c1 (centres undefined)	2	25
68	COC(=O)C[C@@H]1CC[C@H]2[C@@H](COc3ccc(NC(=O)c4ccc(C(F)(F)F)cc4)cc3C(=O)N2C)O1	10	-9
69	O=S1(=O)CCSC[C@@H](CN2CCN(c3ccccc3)CC2)N1	3	-11
70	C[C@H]1CCC[C@@H](O)CC(=O)c2c(O)cc(O)cc2CC(=O)O1	39	-43
71	COc1ccc(CNC(=S)OC2CCC23CCC(c2ccccc2)CC3)cc1 (centres undefined)	-6	11
72	C#CCN1CC(N(C)CCOC(=O)c2ccc(F)cc2)CS1(=O)=O (centres undefined)	-12	-3
73	CC(=O)C1(C(=O)Nc2nccs2)CC(c2ccccc2C(F)(F)F)=NO1 (centres undefined)	11	-12
74	O=C(CN1CCN(c2nc(-c3ccccc3)cs2)CC1)Nc1ccc(F)cc1F	11	21
75	Nn1c(SCC(=O)Nc2ccccc2-c2ccccc2)nnc1-c1cc(-c2ccc(Cl)cc2)n[nH]1	5	13
76	CCn1c2ccccc2c2cc(NC(=O)CSc3nnc(-c4ccccc4)n3Cc3ccco3)ccc21	3	13
77	COC(=O)c1cc2c(c3c4cc(C)ccc4n(S(=O)(=O)c4ccc(OC)cc4)c13)C(=O)N(Cc1ccc(C(F)(F)F)cc1)C2	-15	-4
78	O=C1c2[nH]nc(-c3ccccc3)c2C(c2ccccc2)N1c1ccccc1 (centres undefined)	-4	-1
79	CCOC(=O)c1csc(NC(=O)C2CCCN(S(=O)(=O)c3ccccc3)C2)n1 (centres undefined)	9	5
80	COCc1[nH]nc2c1C(c1ccccc1)N(c1ccccc1)C2=O (centres undefined)	14	1

Another view of seven compounds above.
The line under a structure holds: SRC2 inh	COUP-TFII inh
73. CC(=O)C1(C(=O)Nc2nccs2)CC(c2ccccc2C(F)(F)F)=NO1 (centres undefined)
  11	-12
74. O=C(CN1CCN(c2nc(-c3ccccc3)cs2)CC1)Nc1ccc(F)cc1F
  11	21
75. Nn1c(SCC(=O)Nc2ccccc2-c2ccccc2)nnc1-c1cc(-c2ccc(Cl)cc2)n[nH]1
  5	13
76. CCn1c2ccccc2c2cc(NC(=O)CSc3nnc(-c4ccccc4)n3Cc3ccco3)ccc21
  3	13
77. COC(=O)c1cc2c(c3c4cc(C)ccc4n(S(=O)(=O)c4ccc(OC)cc4)c13)C(=O)N(Cc1ccc(C(F)(F)F)cc1)C2
  -15	-4
78. O=C1c2[nH]nc(-c3ccccc3)c2C(c2ccccc2)N1c1ccccc1 (centres undefined)
  -4	-1
79. CCOC(=O)c1csc(NC(=O)C2CCCN(S(=O)(=O)c3ccccc3)C2)n1 (centres undefined)
  9	5

The results go on:
cpd	SMILES	SRC2 inh	COUP-TFII inh
81	O=C(CCn1nnc2ccccc21)N1CCN(c2ccc(F)cc2)CC1	8	-1
82	CC(=O)c1cc(-c2ccc(Cl)c(Cl)c2)c(=O)n2c1CCC2	-4	-2
83	COC(=O)[C@H]1C[C@@]2(N3CCCC3)c3ccccc3N[C@H]2N1S(C)(=O)=O	-16	1
84	Cc1ccc(-c2nnc(SCC(=O)Nc3ccc(OCc4ccccc4)cc3)n2-c2ccc(Cl)cc2)cc1	-4	6
85	C[C@@H]1CCCCO[C@H](CN(C)S(=O)(=O)c2cn(C)cn2)[C@@H](C)CN([C@H](C)CO)C(=O)c2cc(NC(=O)CCCN(C)C)ccc2O1	-6	-11
86	C[C@@H]1CN([C@@H](C)CO)C(=O)CCCn2cc(nn2)CO[C@H]1CN(C)C(=O)c1ccncc1	-8	1
87	COc1ccc(NC(=O)Nc2ccc3c(c2)C(=O)N([C@H](C)CO)C[C@H](C)[C@H](CN(C)C)OCCCC[C@@H](C)O3)cc1	-23	5
88	COC(=O)[C@]12C[C@H](CC(=O)N3CCOCC3)C(=O)N(Cc3ccc4c(c3)OCO4)C1=C[C@H](COCc1ccccc1)O[C@@H]2C	8	-3
89	O=C(CN(CCc1ccccc1)S(=O)(=O)c1ccccc1)N1CCOCC1	3	6
90	Cc1cc(Nc2ccc(Cl)c(C(F)(F)F)c2)cc(=O)n1-c1ccc(Cl)c(C(F)(F)F)c1	1	2
91	COC(=O)[C@]12C[C@H](CC(=O)NCc3ccc(C)o3)C(=O)N(CCc3ccc(OC)c(OC)c3)C1=C[C@H](C(C)(C)C)O[C@@H]2C	-10	11
92	CC(C)(C)OC(=O)n1ccc2ccc(-c3ccc4cc[nH]c4c3)cc21	-25	-30
93	CC(C)C(=O)OCCCN1C(=O)CCC12CCC(c1ccccc1)CC2 (centres undefined)	-17	1
94	Cc1cc(NC(=O)CCc2c[nH]c3ccccc23)ccc1Oc1cccnc1	-8	4
95	COc1ccc2c(c1)CN1C(=O)N(CC(C)C)S(=O)(=O)CC21 (centres undefined)	-8	-13
96	COC(=O)c1cccc(Cn2ccc3ccc(-c4ccc5ccn(C(=O)c6ccccc6OC)c5c4)cc32)c1	-5	4
97	COc1cccc(NC(=O)C2CCCN2C(=O)NCc2ccccc2OC)c1 (centres undefined)	16	-9
98	COC(=O)C1=C(C)N(Cc2ccccc2C(F)(F)F)C(=NCc2ccc3c(c2)OCO3)NC1c1ccccc1 (centres undefined)	21	11
99	O=C(Nc1ccncc1)c1cc(-c2ccc(Cl)cc2)nc2ccccc12	15	-17
100	Cc1ccc(N2CCN(/N=C\c3cccnc3)CC2)cc1	-23	-10

Bioassay records (PubChem BioAssay)

A portion of the library. The share of hits here may be higher or lower than overall.
